KCNK9 inh: KCNK9 potassium channel inhibitors, primary screen, HEK293 cells, thallium flux | Potassium channel subfamily K member 9 (Homo sapiens), Q9NPC2 | FluxOR thallium flux fluorescence; stronger effect = lower value | B-score at 10 µM | 1.2% of 310,000 active;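 active = ratio B-score over 3 SD below the library mean, with starting fluorescence within 5 SD of its mean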;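 note: negative B-score means less thallium flux so channel inhibition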
RGS4 inh: RGS4 inhibitors, primary screen, cell-based, HEK293 M3R inducible RGS4, calcium flux; Regulator of G-protein signaling 4 (Homo sapiens), P49798; Fluo-4 calcium flux; stronger effect = higher value; triggered by carbachol at its EC20; B-score at 10 µM; 0.45% of 310,000 active;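 active = B-score, a plate-corrected calcium signal, over three deviations above library mean, with baseline fluorescence within five deviations of library mean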;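 note: RGS4 expression induced by doxycycline in cells with stable M3 receptor; B-score is computed from the integrated fluorescence ratio over baseline after carbachol; higher B-score means a larger calcium signal and so more RGS4 inhibition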
hERG protect: hERG rescue from dofetilide block, primary screen, cell-based, CHO-hERG, FluxOR thallium flux, dofetilide IC70 | AID 1511, 2009 | 0.51% of 310,000 active | dofetilide IC70 present | activation (rescue from dofetilide block), less the hit threshold, % at 10 µM | Voltage-gated inwardly rectifying potassium channel KCNH2 (Homo sapiens), Q12809;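 active = activation above the mean of controls blocked by dofetilide plus 5 SD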;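 note: thallium influx through hERG after potassium depolarization seen as dye fluorescence rise; in these data hits start at about 4.7%; inactives centre near -7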
Target sequence (Q12809 whole entry, looked up): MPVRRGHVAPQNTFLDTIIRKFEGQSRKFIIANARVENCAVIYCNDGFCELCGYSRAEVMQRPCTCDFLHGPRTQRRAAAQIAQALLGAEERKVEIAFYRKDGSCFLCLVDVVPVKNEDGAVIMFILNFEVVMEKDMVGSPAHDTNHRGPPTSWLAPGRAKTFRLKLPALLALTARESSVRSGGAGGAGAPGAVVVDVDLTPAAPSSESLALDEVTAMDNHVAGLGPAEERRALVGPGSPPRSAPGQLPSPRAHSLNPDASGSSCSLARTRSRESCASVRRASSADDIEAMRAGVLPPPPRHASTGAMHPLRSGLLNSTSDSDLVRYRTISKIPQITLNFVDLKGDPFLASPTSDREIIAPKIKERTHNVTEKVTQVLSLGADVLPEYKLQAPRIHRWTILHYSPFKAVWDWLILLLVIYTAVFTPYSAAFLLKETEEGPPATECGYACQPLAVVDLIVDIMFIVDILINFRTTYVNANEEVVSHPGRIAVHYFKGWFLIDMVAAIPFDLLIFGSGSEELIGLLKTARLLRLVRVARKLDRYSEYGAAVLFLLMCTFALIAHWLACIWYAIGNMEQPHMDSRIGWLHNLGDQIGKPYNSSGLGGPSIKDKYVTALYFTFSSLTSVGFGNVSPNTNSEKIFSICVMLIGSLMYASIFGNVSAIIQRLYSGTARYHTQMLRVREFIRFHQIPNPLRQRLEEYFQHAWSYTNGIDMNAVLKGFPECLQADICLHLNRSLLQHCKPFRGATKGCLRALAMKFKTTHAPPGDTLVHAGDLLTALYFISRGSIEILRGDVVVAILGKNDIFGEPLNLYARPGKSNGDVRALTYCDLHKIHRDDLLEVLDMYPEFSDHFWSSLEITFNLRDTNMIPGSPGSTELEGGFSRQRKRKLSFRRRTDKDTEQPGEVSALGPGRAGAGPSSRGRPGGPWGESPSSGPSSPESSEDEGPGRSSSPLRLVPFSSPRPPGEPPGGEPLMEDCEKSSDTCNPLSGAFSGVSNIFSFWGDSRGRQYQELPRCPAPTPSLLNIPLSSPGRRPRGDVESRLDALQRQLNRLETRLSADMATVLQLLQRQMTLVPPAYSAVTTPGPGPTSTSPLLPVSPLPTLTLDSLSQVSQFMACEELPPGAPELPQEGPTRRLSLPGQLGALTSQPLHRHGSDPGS
GSK3beta inhib: human GSK3beta kinase inhibitors, primary screen, biochemical, cell-free homogeneous, HTS | Glycogen synthase kinase-3 beta (Homo sapiens), P49841 | GST-GSK3beta kinase, ADP-Glo luminescence, 60 min; stronger effect = lower value | activity score (negative = inhibition), % at 10 µM | 0.038% of 300,000 active | AID 2097, 2009;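 active = more than half of replicate wells score below -50%, meaning over 50% inhibition versus plate controls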;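 note: 0% = median DMSO wells and -100% = median GW8510 positive control wells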
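Test system – GST-tagged human GSK3beta kinase, cell-free · Incubation – 60 min enzyme reaction, room temperature · Signal – ADP-Glo luminescence · Also added – peptide substrate and ATP at 25 µM · Controls – DMSO neutral wells and GW8510 at 20 µM as positive · Buffer or medium – Tris/MgCl2 kinase buffer · Measure – Luminescence-derived activity versus plate DMSO and GW8510 wells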
KCNK3 block: human KCNK3 channel inhibitors, primary screen, CHO cells, FluxOR thallium flux, B-score; 0.84% of 340,000 active; FluxOR fluorescence; stronger effect = lower value; AID 602410, 2012; B-score at 10 µM;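 active = B-score under library mean minus 4 SD, starting fluorescence ratio at most library mean plus 5 SD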;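 note: more negative B-score means stronger inhibition of thallium flux through KCNK3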
PolyA inh: polyadenylation inhibitors in yeast reporter cells, primary screen, luminescence, S. cerevisiae | 0.02% of 300,000 active | S. cerevisiae SKY197-pL101 polyadenylation reporter, beta-gal luminescence; efflux-impaired pdr1/pdr3 knockout yeast; score 100 = 6 SD above DMSO | AID 1875, 2009 | calls only at 12 µM;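 active = lowest replicate activity score at least 50, where 100 means six control SD above control mean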;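 note: yeast exposed to compound for 9 h at 30 °C; higher score means more reporter readthrough which indicates perturbed polyadenylation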
Dyrk1A ADPGlo: rat Dyrk1A kinase inhibitors, primary screen, biochemical, single point, plate reader; Dual specificity tyrosine-phosphorylation-regulated kinase 1A (Rattus norvegicus), Q63470; ADP-Glo luminescence, NFATc1 peptide; inhibition, % at 12.5 µM; 0.43% of 310,000 active; in the data active = inhibition above about 50%;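 note: plate controls were vehicle with enzyme for no effect and no enzyme for full effect; many of its hits are not listed in these tables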
GSK3 alpha inh: blockers of GSK3A enzyme activity – biochemical, luminescence, cell-free homogeneous, HTS, primary screen; Glycogen synthase kinase-3 alpha (Homo sapiens), P49840; GSK-3 alpha kinase, ADP-Glo luminescence, 60 min; inhibition, % at 10 µM; 0.1% of 320,000 active; AID 2650, 2010;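 in the data active = inhibition above about 50%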;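 note: GST-tagged GSK-3 alpha with peptide substrate and 25 µM ATP; 0% = DMSO neutral wells and 100% = GW8510 positive control wells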
KCNQ1 act: potentiators or activators of KCNQ1 channel, primary screen, cell-based, thallium flux, high-throughput; Potassium voltage-gated channel subfamily KQT member 1 (Homo sapiens), P51787; CHO-K1 KCNQ1, thallium flux FluxOR fluorescence; stronger effect = higher value; AID 2648, 2010; 0.35% of 310,000 active; B-score at 10 µM;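 active = fluorescence ratio B-score, a plate-corrected score, at least three library SD, with initial intensity B-score within 5 SD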
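Test system: CHO-K1 cells stably expressing KCNQ1 / Medium: assay buffer / Also added: depolarizing K+/Tl+ stimulus, K2SO4 and Tl2SO4 each 12.5 mM in 5x stock / Incubation: 90 min dye loading and 20 min compound exposure, both at room temperature / Signal: thallium influx via FluxOR fluorescence, kinetic imaging / Evaluation: B score of baseline-normalized fluorescence ratio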
KCNQ1 inh: inhibitors of human KCNQ1 channel, primary screen, cell-based, thallium flux, high-throughput. Potassium voltage-gated channel subfamily KQT member 1 (Homo sapiens), P51787. CHO-K1 KCNQ1, FluxOR thallium flux fluorescence; stronger effect = higher value. B-score at 10 µM. 1.3% of 310,000 active;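 active = compounds whose thallium flux B-score, printed positive for inhibition, exceeds three library SD while starting fluorescence stays within three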;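 note: channel opened by potassium depolarization with thallium stimulus after 20 min compound exposure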
RGS4 pot: RGS4 potentiators or activators, primary screen, cell-based, HEK293 M3R inducible RGS4, calcium flux | carbachol calcium flux Fluo4; stronger effect = lower value | B-score at 10 µM | 0.92% of 310,000 active | AID 463111, 2010;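 active = B-score of the integrated calcium signal more than 4 SD below the library mean, with starting fluorescence not abnormally high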;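 note: negative B-score means reduced calcium response which marks RGS4 activation or potentiation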
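Detection: kinetic calcium fluorescence imaging with Fluo4-AM dye, 2 µM / Material: HEK293 cells with stable M3R and inducible RGS4 / Schedule: recording 10 s baseline at 1 Hz, 100 s post-agonist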
The depositor's hits bear a star; i = inactive; · = no result given; & = joins results of further samples.

Every second line gives: KCNK9 inh	RGS4 inh	hERG protect	GSK3beta inhib	KCNK3 block	PolyA inh	Dyrk1A ADPGlo	GSK3 alpha inh	KCNQ1 act	KCNQ1 inh	RGS4 pot
COc1ccccc1C(=O)NCCC(=O)N1CCCCCCC1
 : i	i	-15	2	i	i	·	0	i	i	i
CS(=O)(=O)N(CC(=O)O)c1ccc2c(c1)OCO2
 : i	i	-9	-1	i	i	-7	-2	i	i	i
Cc1ccccc1C(=O)N1CCN(c2ccc(NC(=S)NC(=O)c3cccs3)cc2)CC1
 : i	i	-13	2	i	i	1	1	i	i	i
O=C(COc1ccc2ccccc2c1Br)N1CCCC1
 : i	i	-5	1	i	i	10	-2	i	i	i
c1ccc2[nH]c(NCCN3CCOCC3)nc2c1
 : i	i	-5	-2	i	i	2	0	i	i	i
O=c1c2ccccc2c2c(O)nc(-c3ccccc3)n2n1Cc1ccccc1
 : i	i	-9	0	i	i	4	-2	i	i	i
C/C(=N/NC(N)=S)c1ccccc1[N+](=O)[O-]
 : i	i	3	0	i	i	-7	-1	i	i	i
COc1ccc(CN2CCC(CO)(Cc3ccccc3C(F)(F)F)CC2)c(F)c1
 : i	i	-15	2	i	i	0	-1	i	i	-7.1*
Clc1ccc(NCc2ccsc2)cc1
 : i	i	-4	-1	·	i	·	-2	i	i	i
Cc1ccccc1Oc1ccc(Oc2ccccc2C)nn1
 : i	i	-8	-4	i	i	4	-3	i	i	i
CC(C)COC(=O)/C(C#N)=C/c1c[nH]c2ccccc12
 : -7.3*	i	-3	-2	i	i	1	-1	i	i	i
CN(C(=O)CS(=O)(=O)c1cn(CC(=O)N2CCOCC2)c2ccccc12)c1ccccc1
 : i	i	-9	0	i	i	8	-3	i	i	i
CN(C(=O)CSc1nnc(N)s1)c1c(N)n(Cc2ccccc2)c(=O)[nH]c1=O
 : i	i	-4	-1	i	i	1	-1	i	i	i
COC(=O)c1[nH]c2c(c1C)C(=O)CCC2
 : i	i	-12	-23	i	i	11	1	i	i	i
Cc1ccc(CN2CCN(Cc3cnn(-c4ccc(F)cc4)c3)CC2CCO)o1 (stereo not drawn)
 : i	i	-6	1	i	i	2	-2	i	i	i
CCOC(=O)c1c(-c2cccc([N+](=O)[O-])c2)cn2ccccc12
 : i	i	-10	0	i	i	7	-1	i	i	i
CC1CCN(Cc2csc(N)n2)CC1
 : i	i	-7	-2	i	i	-1	0	i	i	i
COc1cccc(N2CCN(S(=O)(=O)c3ccc4c(c3)NC(=O)C(C)C(=O)N4)CC2)c1 (stereo not drawn)
 : i	i	-8	-4	i	i	-1	1	i	i	i
O=C(NCc1ccccc1)c1ccc(NC(=O)c2ccccc2F)cc1
 : i	i	-5	2	i	i	-2	-1	i	i	i
O=C(c1ccc([N+](=O)[O-])cc1)n1nc(-c2ccccc2)nc1NCc1ccccc1
 : i	i	-7	2	i	i	2	4	i	i	i
O=C1C(Nc2ccccc2)=CC(c2ccc(O)cc2)N1c1ccccc1 (stereo not drawn)
 : i	i	-13	0	i	i	9	2	i	i	i
COC(=O)Cc1csc(N)n1
 : i	i	3&-11	3&0	i	i	-1&1	0	i	i	i
COc1ccccc1N=Cc1nc(-c2ccccc2)oc1OC(C)=O
 : i	i	-7	1	i	i	-1	-8	i	i	i
COC(=O)c1ccccc1S(=O)(=O)N1CCC(NC(=O)c2ccccc2)CC1
 : i	i	-4	0	i	i	1	0	i	i	i
CCCCNC(=O)COC(=O)c1c2c(nc3ccccc13)CCC2
 : i	i	0	1	i	i	-3	-3	i	i	i
COc1cc(-c2cc(C(=O)Nc3ccc(S(=O)(=O)Nc4ncccn4)cc3)c3ccccc3n2)cc(OC)c1OC
 : i	i	-9	5	i	i	-5	-1	i	i	i
CC(CCc1ccccc1)NC(=O)C1CCN(S(=O)(=O)c2cnc[nH]2)CC1 (stereo not drawn)
 : i	i	-8	·	i	i	-4	5	i	i	i
O=[N+]([O-])c1ccc(S(=O)(=O)c2cccc(C(F)(F)F)c2)nc1
 : i	i	-15	-1	i	i	·	-3	i	i	i
CC(O)CNc1nc2sc3c(c2c(=O)n1CCc1ccccc1)CCCCC3 (stereo not drawn)
 : i	i	-12	3	i	i	-5	·	i	i	i
Cc1ccc(CN2CCN(Cc3ccc(-n4cccn4)cc3C)CC2CCO)cc1 (stereo not drawn)
 : i	i	-16	2	i	i	2	1	i	i	i
Cc1noc(NS(=O)(=O)c2ccc(N3Cc4ccccc4C3=O)cc2)c1C
 : i	i	-9	-3	i	i	7	-3	i	i	i
CCc1ccc(/C=C2/C(=O)N(c3ccccc3)C(=S)N2CC(=O)OC)s1
 : i	i	-4	-4	i	i	1	-2	i	i	i
COc1ccc2oc(=O)c(C(=O)OCC(=O)c3ccc([N+](=O)[O-])cc3)cc2c1
 : i	i	-4	0	·	i	·	-2	i	i	i
N/C(=N\OC(=O)/C=C/c1ccccc1Cl)c1ccccn1
 : i	i	-6	1	i	i	-1	-4	i	i	i
Cc1ccc(N(Cc2ccccc2F)S(C)(=O)=O)cc1C
 : i	i	-12	3	i	i	-3	·	i	i	i
O=C1c2oc3ccc(F)cc3c(=O)c2C(c2cccc(O)c2)N1CCCN1CCOCC1 (stereo not drawn)
 : i	i	-7	0	i	i	21	-3	i	i	i
O=C(CCNS(=O)(=O)c1ccc(Cl)cc1)N1CCCC1
 : i	i	-11	-2	i	i	-4	-1	i	i	i
C=CCN(CC=C)S(=O)(=O)c1ccc(NC(=S)NC(=O)/C=C/c2cccc3ccccc23)cc1
 : i	i	-3	-2	i	i	2	-1	i	i	i
CCOc1cccc(CN2CCC(n3nccc3NC(=O)C3CCCC3)CC2)c1
 : i	i	-15	-2	i	i	1	3	i	i	i
C=CCc1ccc(OCCOCCNCCCC)c(OC)c1
 : i	i	-11	3	i	i	1	·	i	i	i
O=C(COC(=O)c1ccco1)c1ccc2ccccc2c1
 : i	i	-5	1	i	i	-4	-2	i	i	i
CN(C)/C=C(\C#N)C(=O)c1cccnc1Oc1ccc(F)cc1F
 : i	i	-9	0	i	i	4	0	i	i	i
CCN(CC(=O)Nc1ccc(NC(C)=O)cc1)C(=O)/C=C/c1ccc2c(c1)OCO2
 : i	i	-12	1	i	i	19	-1	i	i	i
CNS(=O)(=O)c1ccc(NC(=O)c2ccoc2C)cc1
 : i	i	-9	-4	i	i	-3	-1	i	i	i
COc1ccc(NC(=O)CN2CCN(S(=O)(=O)c3ccc(Br)cc3)CC2)c(OC)c1
 : i	i	-8	3	i	i	-5	2	i	i	i
CC(NC(=O)c1ccc2c(c1)OCO2)C(c1cccs1)N1CCN(c2ccccc2)CC1 (stereo not drawn)
 : i	i	-11	0	i	i	2	2	i	i	i
COc1cccc(OCCOc2c(OC)cccc2OC)c1
 : i	i	-9	2	i	i	8	1	i	i	i
CC(C)(C)c1ccc(C(=O)Nc2sc3c(c2C(=O)O)CCC3)cc1
 : i	i	-9	3	i	i	-4	-3	i	i	i
O=C(O)CNC(=O)CC1S/C(=N/N=C2/NC(=O)CS2)NC1=O (stereo not drawn)
 : i	i	-17	-1	i	i	-6	0	i	i	i
COCCN1C(=O)N(c2cccc(C)c2)C(=O)C1CC(=O)Nc1ccc(OC)cc1 (stereo not drawn)
 : i	i	-4	0	i	i	11	-3	i	i	i
Cc1ccc(C)c(NC(=S)NNC(=O)c2cc3c(s2)CCC(C)C3)c1 (stereo not drawn)
 : i	i	9.3*	3	i	i	2	1	i	i	i
CCCN(CC(=O)Nc1ccccc1OC)C(=O)c1ccc(S(=O)(=O)Nc2ccccc2)cc1
 : i	i	-9	-2	i	i	6	-1	i	i	i
COc1ccc(-c2cc3nc(C)cc(C)n3n2)cc1
 : i	i	-2	3	i	i	3	8	i	i	i
COc1ccccc1N/N=C(\C#N)C(=N)N1CCOCC1
 : i	i	-17	-1	i	i	-5	-1	i	i	i
CCOc1ccc(/C(O)=C2/C(=O)C(=O)N(c3nc(C)c(C)s3)C2c2ccco2)cc1 (stereo not drawn)
 : i	i	0	8	i	i	-2	-3	i	i	i
O=C(COC(=O)C1CC2C=CC1C2)NCCc1ccccc1 (stereo not drawn)
 : i	i	-12	4	i	i	-7	-2	i	i	i
CCOC(=O)C1=C(C)N(C)C(=S)NC1c1ccccc1 (stereo not drawn)
 : i	i	-9	0	i	i	-1	0	i	i	i
COc1ccccc1C(=O)C1CCCN(C(=O)c2ccco2)C1 (stereo not drawn)
 : i	i	-5	0	i	i	0	3	i	i	i
COP(=O)(CC(=O)c1ccccc1)CC(=O)c1ccccc1
 : i	i	-4	-4	i	i	-2	-2	i	i	i
O=C(CN1CCc2ccccc21)NN1CC(=O)N(c2ccc(Cl)cc2)CC1=O
 : i	i	-12	-1	i	i	-1	-1	i	i	i
CCCCCc1cc(=O)oc2c(C(CCN3CCCC3)c3cc(OC)c(OC)c(OC)c3)c(OC)cc(OC)c12 (stereo not drawn)
 : i	i	-30	0	i	i	-3	·	i	i	i
CCOC(=O)C1(Cc2ccc(Cl)cc2)CCN(C2CCC2)CC1
 : i	i	-7	1	i	i	-1	-1	i	i	i
CCCn1c(N)c(NCCN2CCOCC2)c(=O)[nH]c1=O
 : i	i	-10	-6	i	i	1	1	i	i	i

Screening results from PubChem.

Not all compounds are listed; rates above refer to the full screens.
